Salmonella PhoP GFP: PhoP-dependent GFP reporter repression – Salmonella Typhimurium, primary screen (AID 1863) | inhibition, % at 50 µM, or IC50 in µM where a hit was titrated | S. Typhimurium PhoP-regulated promoter GFP reporter, 4 h; higher % means a stronger effect | 0.16% of 300,000 active;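 active means inhibition over 29.93%, a cutoff 3 SD above the screen mean, later confirmed by dose response; inconclusive means inhibition over 29.93% but no dose response follow-up; inactive means inhibition at most 29.93% or unconfirmed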;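 further: 0% = low Mg2+ inducing control and 100% = high Mg2+ repressing control; strong numbers were not always called active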
GPR55 LPI antagonism: inhibition of LPI-stimulated GPR55 beta-arrestin translocation – imaging, U2OS, beta-arrestin-GFP, LPI agonist, primary screen (AID 2013). inhibition, % at 10 µM, or IC50 in µM where a hit was titrated. 0.13% of 290,000 active. U2OS GPR55 beta-arrestin-GFP translocation imaging, LPI antagonism; higher % means a stronger effect;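 active means spots per cell inhibited over 60%, with over 100 cells counted and total cytoplasm intensity under 500,000; inconclusive means wells with under 100 cells, flagged as likely toxic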;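 further: U2OS cells stably carrying GPR55 and arrestin-GFP stimulated by 5 µM LPI near EC80; imaged beta-arrestin-GFP aggregate spots per cell after agonist stimulation; plate controls were LPI-stimulated DMSO wells for no effect and DMSO wells without LPI for full effect; some results filed as inactive read as strong as hits; confirmed hits need IC50 under 10 µM and bright autofluorescent wells are also inconclusive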
Rac1 GTP hydrolysis: MgcRacGAP GTPase-activating activity inhibitors, confirmation, biochemical, ADP Hunter fluorescence. MgcRacGAP-stimulated Rac1 GTP hydrolysis, ADP Hunter fluorescence; higher % means a stronger effect; GST-tagged Rac1 F28L mutant substrate. inhibition, % at 30 µM, or IC50 in µM where a hit was titrated. AID 624330. 0.6% of 340,000 active;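 active means first-screen hits whose inhibition reached a set limit at any dose in the follow-up dose series; inconclusive means inhibition above the set first-screen limit but never retested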;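 further: fluorescence reports GDP produced by GAP-driven GTP hydrolysis; strong numbers were not always called active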
NS5 inhibitors: flavivirus cap methylation enzyme inhibition – biochemical, confirmation dose response, primary screen (AID 588689) | Dengue-2 NS5 methyltransferase capping enzyme assay, biochemical; higher % means a stronger effect | inhibition, % at 25 µM; hits with a dose series show IC50 in µM | 0.3% of 340,000 active; in the data active means a potency from the dose series; inconclusive means inhibition above about 29% without an active follow-up result
Large T inhibition: TAg ATPase/helicase activity blockers – biochemical (AID 1903); SV40 large T antigen ATPase/helicase inhibition assay; higher % means a stronger effect; 0.39% of 310,000 active; inhibition, % at 20 µM; hits with a dose series show IC50 in µM; in the data active means a potency from the dose series; inconclusive means inhibition mostly from about 32% at the one dose, without a potency; inactive means the rest, 99 in 100 with inhibition below about 32%; further: strong numbers were not always called active
RSV CPE inhibition: inhibition of RSV-induced cytopathic effect – HEp-2 cells, primary 10 µM value included (AID 2391). HEp-2 cells, RSV-induced CPE inhibition; higher % means a stronger effect. CPE inhibition, % at 10 µM; hits with a dose series show IC50 in µM. 0.13% of 310,000 active; in the data active means a potency from the dose series; inconclusive means CPE inhibition mostly from about 23% at the one dose, without a potency; inactive means the rest, 99 in 100 with CPE inhibition below about 21%; further: strong numbers were not always called active
HIV peptide binding: inhibitors of HIV fusion peptide binding, primary screen, biochemical, uHTS, fluorescence dequenching (AID 1986) | 0.3% of 290,000 active | inhibition, % at 20 µM, or IC50 in µM where a hit was titrated | cell-free peptide binding, fluorescence dequenching, 30 min; higher % means a stronger effect; in the data active means inhibition mostly above about 52%, no sharp cut-off; inactive means mostly below about 76%; further: some results filed as inactive read as strong as hits
GPR35 antagonists: inhibition of zaprinast-stimulated GPR35 beta-arrestin translocation – imaging, U2OS, beta-arrestin-GFP, zaprinast agonist, primary screen (AID 2058); U2OS GPR35 beta-arrestin-GFP translocation imaging, zaprinast antagonism; higher % means a stronger effect; inhibition, % at 10 µM; hits with a dose series show IC50 in µM; 0.052% of 290,000 active;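 active means inhibition of at least 50% with at least 30 cells and total cytoplasm GFP at most 10,000,000; inconclusive means under 30 cells or total GFP of 10,000,000 plus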
UTI89 phage lysis: inhibition of K1F phage lysis, E. coli UTI89, bacterial capsule biogenesis inhibitors, alamar blue (AID 488966); E. coli UTI89 K1F phage lysis, alamar blue, 2 h; higher % means a stronger effect; one-dose inhibition, % at 100 µM; IC50 in µM for titrated hits; 0.02% of 340,000 active;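 active means phage lysis inhibition, versus mean bacterial control, above a set limit; inconclusive means no clear call, values can overlap the other calls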;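 further: capsule biogenesis inhibitors block K1F phage lysis so surviving cells raise fluorescence; higher fluorescence means more inhibition of phage lysis; actives were called in the ten point dose series up to 300 µM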
Numbers without * were called inactive; i = inactive; ? = inconclusive; . = no result given; [ ] = another dose, or the depositor's remark.

SMILES	Salmonella PhoP GFP	GPR55 LPI antagonism	Rac1 GTP hydrolysis	NS5 inhibitors	Large T inhibition	RSV CPE inhibition	HIV peptide binding	GPR35 antagonists	UTI89 phage lysis
C=CCSc1nnc2nc3[nH]c4c(C)cccc4c3nn12	2%	6%	8%	23%	16%	1.4%	32%	10%	1.3%
CCN(CC(=O)Nc1ccc(NC(C)=O)cc1)C(=O)/C=C/c1cn(-c2ccccc2)nc1-c1cccs1	6%	.	2%	-4%	10%	0.9%	.	.	0.3%[50 µM]
CCOc1cc2[nH]c(=O)n(CCC(=O)NCCc3ccccc3)c(=O)c2cc1OCC	-2%	-5%	7%	-2%	6%	1.2%	5.0%	4%	0.3%
Cc1cc(NC(=O)COC(=O)[C@@H](NS(=O)(=O)c2ccc(Br)cc2)C(C)C)no1	.	8%	8%	-2%	4%	-0.5%	-0.8%	-9%	-0.1%
CC(=O)Nc1nnc(SCc2cc(=O)c(OC(=O)c3ccccc3)co2)s1	-5%	-6%	12%	-3%	7%	-2.7%	0.6%	-8%	0.0%
COC(=O)c1cc(NC(=O)C2C3C=CC(C3)C2C(=O)O)cc(C(=O)OC)c1 (configuration not stated)	4%	12%	20%	-3%	16%	1.9%	0.7%	14%	-1.1%
COc1cccc(C(=O)NCCCN2CCN(CCCNC(=O)c3cccc(OC)c3)CC2)c1	-6%	11%	7%	-4%	2%	2.2%	-0.4%	-5%	2.4%
Cc1ccc(SCCC(=O)NCC2CCCO2)cc1 (configuration not stated)	3%	11%	-6%	10%	-2%	0.3%	-1.9%	-7%	0.4%
O=C(NCCc1nc2ccccc2[nH]1)c1cc([N+](=O)[O-])cc([N+](=O)[O-])c1	2%	6%	6%	-1%	2%	3.6%	-0.1%	11%	1.6%[50 µM]
Cc1cc(CN2CCCCC2C(=O)Nc2ccc(Oc3cccnc3)cc2)oc1C (configuration not stated)	-7%	0%	-4%	1%	9%	1.7%	1.6%	3%	0.6%[50 µM]
CC(/C=N/NC(=O)c1nnn(-c2nonc2N)c1CN1CCCCC1)=C\c1ccccc1	-2%	6%	4%	0%	8%	3.8%	0.2%	1%	0.6%[50 µM]
O=S(=O)(Cc1ccccc1)N1CCCCC1	10%	-12%	14%	3%	4%	0.4%	2.8%	-1%	0.2%
O=C(NC(=S)N1CCN(C/C=C/c2ccccc2)CC1)c1ccc(F)cc1	-7%	-13%	-21%	1%	9%	4.4%	-0.5%	4%	-2.3%
CC(=O)N1CCN(CC(=O)Nc2cccc(S(=O)(=O)N3CCCCCC3)c2)CC1	6%	16%	6%	.	13%	1.8%	1.5%	-10%	0.0%
COc1ccc(Cl)cc1Nc1nc(C)nc2c1oc1ccccc12	.	6%	7%	-7%	2%	2.8%	3.2%	-8%	0.5%
Cc1ccc(CS(=O)(=O)Cc2ccc(C(=O)NCc3cccnc3)o2)cc1	-13%	-1%	-3%	6%	2%	2.5%	0.3%	-17%	-0.7%
Cc1nc2n(n1)C(O)c1cc([N+](=O)[O-])ccc1S2 (configuration not stated)	9%	6%	.	.	11%	4.3%	-0.4%	6%	.
COCc1cc(C)nc(Sc2nc3c(c(=O)n(C)c(=O)n3C)n2C)c1C#N	.	-10%	6%	-2%	.	.	1.1%	-15%	0.0%
COc1ccc(C(=O)c2nccc3ccccc23)cc1	-7%	9%	10%	-3%	4%	3.5%	0.8%	-9%	0.2%
COc1ccc(O[C@H]2C=C[C@@H](c3ccccc3)O[C@@H]2COC(=O)CC/C(C)=N/O[C@H](C)c2cn([C@@H]3COC[C@H]3O)nn2)cc1	8%	7%	.	.	10%	-0.6%	-0.8%	-10%	.
N#C/C(=C(/O)COC(=O)COc1cccc(Br)c1)c1nc2ccccc2[nH]1	1%	3%	14%	-2%	22%	0.4%	3.4%	-10%	0.5%
COc1ccccc1-n1cc(-c2ccc(Cl)cc2)[nH]c1=O	-3%	10%	6%	-10%	15%	2.4%	-2.9%	-2%	2.2%
COC(=O)c1cc(NS(=O)(=O)c2ccc(NCc3cccnc3)c(N)c2)cc(C(=O)OC)c1	11%	6%	8%	0%	19%	2.7%	-0.7%	7%	5.7%
COC(=O)c1cc(CNC(=O)c2ccc(N3CCCC3)c([N+](=O)[O-])c2)ccc1OC	6%	7%	5%	-2%	25%	1.4%	-0.4%	10%	2.0%[50 µM]
CCOC(=O)c1cnc(SCC(=O)Nc2sc(C)c(C)c2C#N)nc1N	-10%	-1%	1%	8%	-8%	6.5%	55%	8%	-0.5%

(cont.)
SMILES	Salmonella PhoP GFP	GPR55 LPI antagonism	Rac1 GTP hydrolysis	NS5 inhibitors	Large T inhibition	RSV CPE inhibition	HIV peptide binding	GPR35 antagonists	UTI89 phage lysis
CCOc1cccc(C(=O)Nc2ccc(N3CCCC3)cc2)c1	13%	7%	19%	.	19%	3.7%	-0.7%	6%	0.9%
CCc1nnc(NS(=O)(=O)c2ccc(NS(=O)(=O)c3ccccc3)cc2)s1	-1%	9%	2%	3%	3%	0.0%	3.1%	6%	-0.3%
CCOC(=O)c1csc(NNC=O)n1	8%	4%	10%	1%	0%	1.5%	-0.5%	6%	0.1%
COc1ccc(NC(=S)N2CCN(c3ccc([N+](=O)[O-])cc3)CC2)cc1OC	2%	-6%	12%	0%	27%	?	-2.8%	3%	-0.4%
CC(=O)[C@@]1(O)CC[C@H]2[C@@H]3C[C@H](C)C4=CC(=O)CC[C@]4(C)[C@H]3CC[C@@]21C	-1%	-11%	-1%	-7%	18%	5.4%	0.9%	-10%	3.6%
Cc1cccc([C@@H]2[C@@H]3C(=O)N(Cc4ccccc4)C(=O)[C@@H]3[C@]3(Cc4ccccc4)C(=O)N(c4cccc(Cl)c4)C(=O)N23)c1	.	.	7%	-2%	2%	2.9%	.	.	0.6%
Cn1nc2sc3ccccc3n2c(=O)c1=O	-5%	6%	11%	2%	0%	-0.7%	-2.3%	-8%	0.6%
COCCNC(=O)C/C(C)=N/NC(=O)C(=O)NC1CCCCC1	1%	1%	-3%	-7%	24%	-0.1%	-0.6%	-2%	-1.1%
Cc1onc(-c2c(Cl)cccc2Cl)c1C(=O)NCCCN1CCOCC1	5%	7%	-5%	-2%	2%	1.9%	1.6%	-2%	i
CCOCCCNC(=O)N1CCOCC1	-7%	-2%	10%	-12%	6%	2.0%	3.5%	-4%	-0.1%
O=C(CN(c1cccc(Cl)c1)S(=O)(=O)c1ccc(Cl)cc1)N1CCc2ccccc2C1	3%	-3%	2%	1%	3%	18%	-2.1%	9%	2.0%[50 µM]
COc1ccc(NC(=O)CSc2nnc(-c3ccncc3)o2)c(OC)c1	3%	.	-8%	7%	16%	-1.0%	.	.	1.2%[50 µM]
Cc1cc(C)n2nc(C(=O)OCC(=O)Nc3cc(Cl)ccc3C)nc2n1	.	.	1%	8%	.	0.1%	.	.	0.3%[50 µM]
O=c1c2c3c(sc2ncn1Cc1ccc(F)cc1)CCC3	1%	13%	4%	-10%	8%	4.2%	9.3%	-12%	1.2%
O=C(CN1C2CCCC1CC(NC(=O)C1CCCCC1)C2)NCc1ccc(F)cc1 (configuration not stated)	1%	-9%	9%	-9%	11%	-0.3%	-0.6%	-9%	0.0%
CCc1[nH]nc2c1C1(CCN(C(=O)OCc3ccccc3)CC1)C(C#N)=C(N)O2	7%	-8%	8%	-6%	19%	0.3%	0.8%	-4%	0.1%
CC1(C)CC(=O)C(C=NC(CCC(N)=O)C(=O)O)=C(O)C1 (configuration not stated)	9%	9%	10%	-2%	3%	0.6%	0.8%	-5%	0.4%[50 µM]
CCOc1ccc(C(O)(c2ccccc2OC)C(CN2CCCC2)c2ccccc2)cc1 (configuration not stated)	-6%	24%	-2%	3%	26%	0.4%	-0.6%	-22%	0.5%
Cc1ccccc1C(=O)NC(=S)N(C)C1CCCCC1	-3%	11%	8%	-7%	26%	1.9%	-1.6%	12%	0.1%[50 µM]
CCCCNC(=S)NNC(=O)c1ccc2c(c1)OCO2	7%	9%	7%	-1%	3%	1.5%	2.0%	-1%	3.2%
CCn1nnc(NC(=S)NC(=O)c2ccc(-c3cccc(Cl)c3)o2)n1	-4%	9%	.	.	8%	0.9%	-0.5%	-9%	.
NC(=O)NC(=O)COC(=O)CCSc1ccccc1	-17%	10%	6%	3%	5%	-1.3%	-1.2%	-8%	-0.7%
CCc1nnc(NC(=O)[C@@H](NC(=O)c2ccc(OC)cc2)C(C)C)s1	-3%	14%	9%	-2%	9%	1.9%	-0.7%	10%	0.1%
